Compound activity deposited in PubChem by several laboratories.
phage Ecoli inh: E. coli growth loss with phage present. growth absorbance. inhibition, % at 11.9 µM. actives 0.26% (n = 360,000); in the data active = inhibition above about 11%
PKA-R1A act: PKA-R1A complex activation; actives 0.083% (n = 340,000); activation, % at 11.4 µM; P00514+P68181; PKA-R1A dissociation, Cy5-IP20 fluorescence polarization; scaled: DMSO 0%, 113 µM cGMP 100%;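 active = percent activation above the mean of all tested compounds plus 3 SD, cut at about 19% in these data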;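 also: higher means more PKAc released from R1A so a rise in polarization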
Mot1-301 SUMO: SUMOylation pathway inhibition by Mot1-301 growth rescue. S. cerevisiae Mot1-301 growth rescue, ATP luminescence, 38.5C; percent above DMSO median, 100 means doubled. growth rescue, % at 18.8 µM. actives 1% (n = 320,000). AID 2716;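 active = every valid replicate shows activation above 250% relative to neutral control wells; inactive = the rest, any valid replicate at or below 250%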;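 also: OY570 slx delta 5 strain wells were the positive control but not used for scaling; some compounds called inactive have numbers as strong as hits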
Tat transport: E. coli Tat transport inhibition | actives 0.036% (n = 340,000) | E. coli MC4100 TorA-mCherry Tat export, fluorescence | AID 488895 | inhibition, % at 10 µM;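 active = mean replicate inhibition at least 50% and at least half of replicates individually reaching 50%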;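 also: exported cargo escapes ClpAP degradation while cytoplasmic cargo is degraded and loses fluorescence; 0% = median of neutral control wells and 100% = median of NaSCN control wells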
PfHsp90 set2: reduces growth (ATP signal) of yeast expressing P. falciparum Hsp90 | S. cerevisiae expressing PfHsp90, BacTiter-Glo ATP, 48 h; yeast lacking PDR1 and PDR3 efflux regulators | inhibition, % at 9.4 µM | actives 0.32% (n = 310,000);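 active = every replicate shows inhibition above about 80%, whatever the replicate mean, limit read from the data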;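 also: 0% = DMSO neutral controls and 100% = 20 µM radicicol positive controls; yeast relying on Plasmodium falciparum Hsp90 in place of its own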
MOR-DOR ag: OPRM1-OPRD1 heterodimerization agonism. P35372+P41143. cells, luminescence. activation, % at 9.3 µM. actives 0.3% (n = 340,000); in the data active = activation above about 18%;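 also: 0% = vehicle-treated cells and 100% = reference agonist; values of inactives mirror those of a sister screen read the other way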
Target sequence (P35372 whole entry, looked up): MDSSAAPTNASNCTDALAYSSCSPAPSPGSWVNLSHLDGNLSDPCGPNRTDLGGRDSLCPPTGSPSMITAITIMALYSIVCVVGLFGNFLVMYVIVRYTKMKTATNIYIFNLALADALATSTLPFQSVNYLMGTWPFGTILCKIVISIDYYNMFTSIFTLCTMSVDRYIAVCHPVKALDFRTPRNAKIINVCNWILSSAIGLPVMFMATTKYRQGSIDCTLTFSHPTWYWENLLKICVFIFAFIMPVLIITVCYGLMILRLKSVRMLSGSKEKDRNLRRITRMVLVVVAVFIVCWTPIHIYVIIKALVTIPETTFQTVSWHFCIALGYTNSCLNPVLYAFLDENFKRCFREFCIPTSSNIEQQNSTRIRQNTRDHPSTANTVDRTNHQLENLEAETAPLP
Target sequence (P41143 whole entry, looked up): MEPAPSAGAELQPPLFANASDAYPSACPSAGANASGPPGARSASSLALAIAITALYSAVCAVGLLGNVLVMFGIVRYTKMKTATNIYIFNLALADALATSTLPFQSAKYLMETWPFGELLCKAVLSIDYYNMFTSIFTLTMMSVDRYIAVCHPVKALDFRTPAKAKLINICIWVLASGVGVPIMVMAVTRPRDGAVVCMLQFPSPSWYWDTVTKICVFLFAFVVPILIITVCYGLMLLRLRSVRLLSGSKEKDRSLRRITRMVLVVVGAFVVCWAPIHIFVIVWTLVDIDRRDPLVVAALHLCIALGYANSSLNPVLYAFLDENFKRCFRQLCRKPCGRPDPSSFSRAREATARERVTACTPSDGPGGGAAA
OPRM1-OPRD1 inv: mu-delta opioid heterodimer inverse agonism | P35372+P41143 | cell-based MOR-DOR heterodimer luminescence | inhibition, % at 9.3 µM | actives 0.21% (n = 340,000); in the data active = inhibition above about 22%, passing the limit was not always enough;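 also: 0% = cells with DMSO and 100% = wells without cells with DMSO; values of inactives mirror those of a sister screen read the other way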
DSG3 Ab inh: inhibitors of pemphigus antibody binding to human desmoglein-3; P32926; DSG3-coupled beads, scFv-anti-DSG3-GFP binding, flow cytometry; hits give low values; binding (percent of control), % at 10 µM; actives 0.48% (n = 310,000); AID 588358;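 active = binding more than 3 SD below its plate's average and above zero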;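 also: hits lower antibody fragment binding to DSG3; some compounds called inactive have numbers as strong as hits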
Arrestin-AP2 inh: human beta-arrestin and AP2 interaction inhibition; actives 0.31% (n = 340,000); inhibition, % at 10 µM; AID 504490; FITC-arrestin peptide / GST-AP2 beads, flow cytometry; AP2 beta2 appendage carries R879A mutation;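 active = inhibition above a set limit, near 3 SD of compounds lacking own fluorescence, cut at about 54% in these data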;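 also: plate controls were DMSO wells for no effect and 5 µM unlabelled arrestin peptide for full effect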
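Measured by: flow cytometry, FL1 (488/535 nm); Material: AP2 appendage R879A on GSH beads; Evaluation: percent response; Timing: pre-incubation 12 min, peptide binding 1 h, room temperature; Also added: 50 nM FITC-arrestin peptide; Medium: PBS with 0.05% Tween 20 and 0.1% BSA.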
AddAB inh: less growth of phage-infected E. coli with AddAB; E. coli expressing H. pylori AddAB, absorbance growth; AID 435030; inhibition, % at 11.9 µM; actives 0.29% (n = 330,000); in the data active = inhibition above about 12%;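 also: 0% = vehicle wells of infected cells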
Ecoli viability: counter-screen for AddAB inhibitors: E. coli growth inhibition | E. coli V3065 growth, OD600 absorbance, 18 h | actives 0.27% (n = 330,000) | inhibition, % at 11.9 µM;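 active = inhibition above the campaign's mean inhibition across all tested compounds plus 3 SD, cut at about 9.9% in these data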;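 also: uninfected addAB+ strain grown without phage in ampicillin broth; 0% = DMSO wells and 100% = ciprofloxacin 0.95 µg/ml wells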
An asterisk follows results filed as active; · = no result given. Compounds as they come. Share with any hit: about 2.8%.

Second line of a record: phage Ecoli inh | PKA-R1A act | Mot1-301 SUMO | Tat transport | PfHsp90 set2 | MOR-DOR ag | OPRM1-OPRD1 inv | DSG3 Ab inh | Arrestin-AP2 inh | AddAB inh | Ecoli viability
- COc1ccc(-c2csc(NC(=O)CS(=O)(=O)c3ccc(F)cc3)n2)cc1OC
    3.0 | -5 | 555* | 6 | 3 | 1.9 | -12 | 106 | -1 | 1.2 | -1.5
- COc1ccccc1NC(=O)CSc1nnc(-c2ccccn2)n1Cc1ccco1
    0.2 | -12 | 75 | 4 | -21 | -1.5 | 7 | · | 2 | -1.5 | -0.6
- O=C(CSc1nnc(-c2cccnc2)o1)Oc1ccccc1
    1.8 | -1 | 121 | -7 | 17 | 0.6 | -4 | · | -1 | 3.3 | 0.1
- O=C(C(=O)N1CCN(c2ccccc2F)CC1)c1cn(CC(=O)N2CCOCC2)c2ccccc12
    -2.7 | 3 | -10 | 6 | 17 | -3.4 | 18 | 107 | 16 | 1.2 | -1.1
- COc1ccc(Cl)cc1NC(=O)C/C(C)=N/NC(=O)CC#N
    -0.5 | 6 | 3 | -2 | -10 | -2.3 | 14 | 103 | -5 | 0.9 | -0.3
- Cc1ccc(S(=O)(=O)N(CC(=O)N2CCCCC2)c2cccc(C)c2)cc1
    2.1 | 8 | -11 | 3 | -7 | -3.1 | 13 | 100 | 8 | 4.2 | 2.9
- O=C(NCCS(=O)(=O)N1CCC2(CC1)OCCO2)c1ccccc1
    3.2 | -8 | -12 | -3 | · | -3.5 | 18 | 98 | 22 | -1.3 | -2.3
- O=C(CC1C(=O)N(c2ccccc2)C(=S)N1c1ccccc1)c1ccc(Br)cc1 (centres undefined)
    3.8 | -6 | -7 | 4 | 19 | -1.2 | 6 | 84 | 12 | 1.9 | -0.3
- CCSc1ccc([C@@H]2[C@H]3C(=O)N(C)C(=O)[C@H]3[C@]3(C(=O)OC)CCCCN23)cc1OC
    0.5 | -9 | -12 | 2 | -9 | -2.4 | 13 | 136 | 23 | 4.7 | -0.8
- Cc1ccc(S(=O)(=O)N2CCOCC2)cc1NC(=O)COc1ccccc1Cc1ccccc1
    1.2 | -9 | -6 | 3 | 1 | -1.1 | 6 | 115 | -6 | -1.0 | -1.8
- Cn1c(=O)c2c(c3ccccc31)OC(C)(C)CC2
    2.3 | -1 | -3 | 10 | -1 | 1.6 | -11 | 98 | 1 | 2.6 | -1.5
- COc1ccc(/C=C/C(=O)OCC(=O)Nc2ccc(C)cc2)cc1S(=O)(=O)N1CCOCC1
    4.1 | 1 | 213 | -9 | 25 | -3.2 | 16 | 82 | -8 | 1.1 | 0.4
- O=S1(=O)N=C2CCCCCN2C(c2ccc(Cl)cc2)N1 (centres undefined)
    0.5 | -8 | -4 | 3 | 10 | -0.4 | 2 | 92 | -4 | 1.1 | -0.1
- CCOC(=O)CSc1nnc(CNC(=O)c2ccc(S(=O)(=O)N(C)C)cc2)n1C
    2.5 | -6 | -8 | -14 | 11 | -0.4 | 2 | 83 | 0 | -0.6 | 1.5
- CCCCn1c(SCc2nc3ccccc3s2)nc2ccccc2c1=O
    2.4 | 0 | -1 | -6 | 2 | 0.4 | -2 | 105 | 4 | 1.4 | -2.6
- CCc1cccc(CC)c1NC(=O)c1ccc(-n2cncn2)nc1
    4.3 | -10 | · | 8 | -12 | -0.7 | 4 | 96 | 4 | 3.3 | 2.4
- Cc1sc2ncnc(N3CCC(C(=O)Oc4cccc(Cl)c4Cl)CC3)c2c1C
    5.2 | 2 | -4 | -7 | · | 1.8 | -9 | 121 | 15 | 2.1 | 1.1
- Cc1sc2nc(N3CCOCC3)[nH]c(=O)c2c1-c1ccccc1
    3.7 | 5 | 3 | -3 | 37 | 0.9 | -6 | 84 | 4 | 3.4 | 0.7
- CCCNC(=O)NC1C(NC(=O)NCCC)N(C)C(=O)N1C (centres undefined)
    1.6 | 5 | 4 | -4 | -10 | -0.1 | 0 | 102 | 10 | 1.7 | 1.3
- CCCCN(C)Cc1c(C)[nH]c2ccc(C)cc2c1=O
    2.3 | 8 | 4 | 1 | · | -1.3 | 7 | 97 | 9 | 2.5 | -0.5
- COC(=O)C1CCN(C(=O)Cc2ccccc2OC)CC1
    3.0 | 11 | 281 | -11 | 21 | -3.3 | 16 | 108 | 17 | 1.0 | 3.5
- COc1ccc(C2C(C(=O)N3CCOCC3)=C(C)NC3=C2C(=O)CC(C)(C)C3)cc1O (centres undefined)
    2.8 | 4 | 7 | -1 | 19 | -1.6 | 9 | · | 5 | 1.5 | 1.6
- CSc1ccc(C2NC(=O)c3ccccc3N2)cc1 (centres undefined)
    4.2 | -7 | -7 | 2 | -1 | -4.7 | 24 | 112 | 12 | 2.0 | 5.5
- CC(C)CN(CC(C)C)C(=O)CS(=O)(=O)Cc1ccccc1
    0.8 | 4 | -5 | 7 | 18 | 0.9 | -5 | 101 | -6 | -1.8 | -0.1
- COc1ccc(-c2oc(NC(=O)CCl)c(C#N)c2-c2ccc(OC)cc2)cc1
    1.9 | -2 | 15 | -1 | 13 | 0.4 | -2 | 101 | 5 | 1.4 | -1.2
- CN(C)S(=O)(=O)Oc1ccccc1C(=O)Nc1cccc(C(F)(F)F)c1
    2.5 | -8 | · | 7 | · | -0.9 | 5 | 99 | 0 | 3.1 | 2.2
- COc1cc(NC(=S)N2CCOCC2)c(OC)cc1Cl
    0.1 | · | 407 | 4 | 4 | · | · | 95 | -1 | 2.9 | 0.7
- O=C(CSc1ccccc1)Nc1nnc(C2CC2)s1
    2.3 | -18 | 77 | 0 | -13 | -2.7 | 14 | · | -12 | 3.7 | 3.2
- O=C(CN1CCN(CC(=O)Nc2ccc(OCc3ccccc3)cc2)CC1)Nc1ccc(F)cc1
    · | 4 | 18 | -9 | -20 | 1.8 | -9 | 102 | 10 | 0.1 | -2.7
- CC(C)NC(=S)N1CCN(Cc2ccc3c(c2)OCO3)CC1
    2.9 | 1 | -6 | 6 | -6 | 0.3 | -1 | 99 | -16 | 4.7 | 2.4

Next results.
Second line of a record: phage Ecoli inh | PKA-R1A act | Mot1-301 SUMO | Tat transport | PfHsp90 set2 | MOR-DOR ag | OPRM1-OPRD1 inv | DSG3 Ab inh | Arrestin-AP2 inh | AddAB inh | Ecoli viability
- COc1ccccc1-c1n[nH]c(=S)n1Cc1ccccc1
    -1.8 | -1 | 18 | 4 | 3 | 0.4 | -2 | 102 | 5 | 1.3 | 1.3
- CCCOc1ccc(CCc2n[nH]c(=S)n2-c2ccccc2)cc1
    0.2 | -3 | 7 | 8 | -3 | 2.6 | -12 | · | -7 | 0.5 | 0.6
- Cc1cc(C)c2c(N)c(-c3nnc(SCc4ccc(Cl)cc4)n3C)sc2n1
    2.9 | -7 | 172 | -7 | 9 | -1.4 | 7 | · | -8 | -0.1 | -2.6
- N#C/C(=C\c1ccc(OCc2ccccc2)cc1)C(=O)Nc1nc2c(s1)CCN(Cc1ccccc1)C2
    1.1 | -15 | 10 | -8 | 12 | -1.6 | 10 | · | 8 | 2.0 | 0.8
- COc1ccc(NS(=O)(=O)c2ccc(N3CCOCC3)c(NC(=O)C(C)C)c2)cc1
    -0.6 | -4 | -11 | 4 | -6 | -0.3 | 1 | 88 | 1 | 0.2 | -2.3
- O=C(NC1CCCc2ccccc21)c1ccc([N+](=O)[O-])cc1 (centres undefined)
    2.2 | 2 | 10 | -4 | 14 | 1.7 | -9 | · | 4 | -0.1 | -1.6
- Cc1ccc(-c2cc(C(=O)Nc3cccc(S(=O)(=O)N(C)C)c3)c3ccccc3n2)o1
    1.4 | -7 | 52 | 15 | -12 | -1.1 | 9 | 121 | 12 | 6.5 | 1.8
- CC(C(=O)Nc1ccccn1)N1C(=O)C2C3C=CC(C3)C2C1=O (centres undefined)
    3.6 | 6 | 11 | -1 | -3 | -2.0 | 11 | 91 | 2 | 2.4 | -1.5
- CC(=O)NC1C(=O)N=C(SCC(=O)NC(C)c2ccccc2)NC1=O (centres undefined)
    2.0 | -8 | -5 | -2 | 8 | 0.2 | -1 | 85 | 4 | -0.1 | 0.0
- O=C(NCc1ccccc1)NC(=O)c1ccc(Cl)cc1
    3.1 | -4 | -6 | 28 | 8 | -2.6 | 14 | · | -3 | -1.4 | -0.2
- O=C1c2ccccc2C(=O)N1CCC(c1ccc(F)cc1)c1ccco1 (centres undefined)
    2.0 | 1 | 269 | 6 | -3 | 2.4 | -14 | 98 | 1 | -0.2 | 0.6
- CC1CCN(C(=O)C2CCN(c3ncnc4c3nc3n4CCCCC3)CC2)CC1
    2.7 | -13 | 1 | 6 | -5 | -1.9 | 10 | 98 | -2 | 0.5 | -0.1
- COCCCN(C(=O)Cc1ccc(Cl)c(Cl)c1)c1c(N)n(Cc2ccccc2)c(=O)[nH]c1=O
    0.8 | -10 | 35 | -7 | -21 | 0.3 | -1 | 93 | -1 | 1.4 | -1.6
- COc1ccccc1N(C)S(=O)(=O)c1ccc(C(=O)Nc2cccc(S(=O)(=O)N3CCOCC3)c2)cc1
    0.2 | 1 | · | -1 | · | -1.3 | 5 | 99 | -12 | · | ·
- CCOc1ccc(Oc2c(/C=N/NC(=O)COc3ccccc3OC)c(C)nn2-c2ccccc2)cc1
    3.0 | 2 | 5 | 9 | -4 | 6.0 | -33 | 126 | -18 | 2.1 | -1.2
- O=C(COc1ccc(Br)cc1CO)Nc1ccc(S(=O)(=O)N2CCCC2)cc1
    3.7 | -9 | · | -2 | 0 | 0.8 | -5 | 101 | 6 | · | ·
- O=c1[nH]c2ccc(S(=O)(=O)Nc3ccc(Cl)cc3)cc2[nH]1
    1.5 | -5 | 14 | -5 | -2 | -2.1 | 10 | 101 | -14 | 0.6 | -0.9
- CCN(CC)S(=O)(=O)c1ccc2c(c1)nc(CCC(=O)OCC(=O)N1CCc3ccccc31)n2C
    2.4 | -4 | -2 | 1 | -25 | -0.6 | 3 | 100 | 6 | -0.1 | 1.3
- Cc1ccsc1-c1nc(-c2ccccc2)c(-c2ccccc2)[nH]1
    1.8 | -6 | -4 | -8 | · | 7.5 | -44 | 85 | -7 | -0.1 | -0.4
- CCCCCn1c(CNC(=O)COC)nc2ccccc21
    -0.1 | 5 | -3 | -5 | · | -1.8 | 11 | 96 | 17 | 3.7 | 0.6
- COc1ccc([C@H]2CC(=O)C=C(c3ccc(Cl)cc3C)C2)cc1
    2.9 | 0 | 16 | 10 | -1 | 10 | -59 | 110 | 4 | 1.6 | 3.0
- COc1cccc(/C=C/C(=O)OCC(=O)NCC2CCCO2)c1 (centres undefined)
    0.2 | -9 | -24 | -1 | 1 | -2.2 | 12 | 125 | 5 | 2.4 | -1.1
- CC1CC1C(=O)OCC(=O)NCc1ccccc1Cl (centres undefined)
    1.2 | -15 | 1 | 3 | 12 | -0.6 | 3 | 98 | -13 | 0.2 | -1.0
